CHRM4 PAM = positive allosteric modulators of human muscarinic M4 receptor. activation, % at 3 µM. CHO-K1 hM4/Gqi5, Fluo-8 calcium fluorescence, ACh EC20; 0% = ACh EC20, 100% = maximal ACh. 360,000 compounds, 0.4% hits;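 active = activation above its plate's cutoff, the mean activation of sample wells plus 3 SD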; also: some results filed as inactive read as strong as hits
Target sequence (P08173 whole entry, looked up): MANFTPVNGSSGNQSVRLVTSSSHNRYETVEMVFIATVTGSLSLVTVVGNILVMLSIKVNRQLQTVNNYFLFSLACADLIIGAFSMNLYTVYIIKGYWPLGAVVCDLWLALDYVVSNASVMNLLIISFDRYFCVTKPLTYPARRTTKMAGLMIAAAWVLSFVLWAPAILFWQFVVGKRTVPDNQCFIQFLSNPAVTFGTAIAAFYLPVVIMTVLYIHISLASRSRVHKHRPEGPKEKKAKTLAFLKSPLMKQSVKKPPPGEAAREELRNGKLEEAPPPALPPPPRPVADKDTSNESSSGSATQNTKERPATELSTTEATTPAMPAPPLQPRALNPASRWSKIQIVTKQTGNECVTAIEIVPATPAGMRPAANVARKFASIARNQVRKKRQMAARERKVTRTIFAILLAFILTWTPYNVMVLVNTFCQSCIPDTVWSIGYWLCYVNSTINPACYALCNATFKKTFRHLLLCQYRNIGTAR
CHRM5 agonist = CHRM5 agonism in calcium assay; 360,000 compounds, 0.19% hits; CHO-K1 hM5 cells, Fluo-8 calcium fluorescence; 0% DMSO wells, 100% maximal acetylcholine response; activation, % at 3 µM; P08912;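 active = activation above the run's mean over test compounds plus 3 SD, cut at about 23% in these data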;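 also: signal is peak over basal fluorescence ratio across the kinetic read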
Target sequence (P08912 whole entry, looked up): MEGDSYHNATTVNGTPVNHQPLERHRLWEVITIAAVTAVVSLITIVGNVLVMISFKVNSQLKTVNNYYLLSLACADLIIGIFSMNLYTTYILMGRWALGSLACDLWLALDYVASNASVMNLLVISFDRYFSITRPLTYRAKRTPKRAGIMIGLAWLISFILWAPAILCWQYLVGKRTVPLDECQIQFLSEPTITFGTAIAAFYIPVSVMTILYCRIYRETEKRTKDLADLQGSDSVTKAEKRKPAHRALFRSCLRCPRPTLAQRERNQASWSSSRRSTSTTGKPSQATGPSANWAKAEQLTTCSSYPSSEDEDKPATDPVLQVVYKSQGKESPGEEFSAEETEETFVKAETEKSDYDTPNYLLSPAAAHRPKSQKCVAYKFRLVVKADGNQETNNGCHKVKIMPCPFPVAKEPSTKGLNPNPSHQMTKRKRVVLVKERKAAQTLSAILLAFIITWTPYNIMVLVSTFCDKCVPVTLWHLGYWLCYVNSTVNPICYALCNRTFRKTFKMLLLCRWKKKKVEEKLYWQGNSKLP
M4 ag = agonists of human muscarinic M4 receptor (CHRM4); activation, % at 3 µM; CHO-K1 hM4/Gqi5, Fluo-8 calcium fluorescence; vehicle 0%, full acetylcholine response 100%; P08173; 360,000 compounds, 0.14% hits;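 active = activation above the run mean over all test wells plus 3 SD, cut at about 32% in these data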;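 also: peak over basal fluorescence ratio per well then scaled between controls; 0% = DMSO wells and 100% = acetylcholine at EC100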
CHRM5 PAM = CHRM5 positive allosteric modulation; CHO-K1 hM5, Fluo-8 calcium, ACh EC20 PAM; 0% = ACh EC20, 100% = ACh EC100; AID 624038; 360,000 compounds, 0.3% hits; P08912; activation, % at 3 µM;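 active = activation above the run cutoff, the mean activation of all test compounds plus 3 SD, cut at about 18% in these data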
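Assay system – human M5 receptor in CHO-K1 cells · Read-out – % activation, ACh-normalized · Technique – Fluo-8 calcium fluorescence · Dosing – single-point, 3 µM nominal · Incubation – Fluo-8 loading 80 min at 37 °C plus 30 min room temperature · Repeats – singlicate, one well per test compound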
CRFBP-R2 agonist = CRF-BP/CRF-R2 complex agonism. HEK293 CRF-R2/CRF-BP, calcium dye fluorescence (FLIPR); percent of saturating CRF peptide response. activation, % at 13.2 µM. 350,000 compounds, 0.46% hits. AID 588473;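 active = activation of at least 50%, plus an integration ratio under a set limit after plate pattern correction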;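 also: plate controls were neutral control wells without compound for no effect and CRF at EC100 for full effect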
M5 antag = antagonists of human muscarinic M5 receptor (CHRM5); inhibition, % at 3 µM; AID 624040; P08912; CHO-hM5 cells, Fluo-8 calcium fluorescence, ACh EC80; 360,000 compounds, 0.59% hits;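 active = inhibition above a per-plate cutoff, the mean of that plate's test compounds plus 3 SD, cut at about 27% in these data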;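 also: 0% = acetylcholine EC80 with DMSO and 100% = DMSO without agonist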
IDE cell inh = cellular human IDE inhibition | HEK cells, FAbetaB cleavage, fluorescence polarization | 320,000 compounds, 0.41% hits | inhibition, % at 5.59 µM | P14735;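 active = percent inhibition above the average of all tested compounds plus 3 SD, set per screening campaign, cut at about 16% in these data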;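 also: IDE supplied by intact live HEK cells; FP after avidin binding of uncleaved biotin substrate so inhibition keeps polarization high; 0% = DMSO wells and 100% = 60 µM reference IDE inhibitor Ii1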
CHRM4 antagonist = antagonists of human muscarinic M4 receptor (CHRM4); CHO-hM4 cells, ACh EC80, Fluo-8 calcium fluorescence; inhibition, % at 3 µM; 360,000 compounds, 0.73% hits;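 active = inhibition above its plate's cutoff, the mean inhibition of sample wells plus 3 SD, cut at about 27% in these data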;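 also: 0% = acetylcholine EC80 with DMSO and 100% = DMSO without agonist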
CRFBP-R2 block = antagonists of CRF-binding protein/CRF-R2 receptor complex. HEK293 CRF-R2/CRF-BP, CRF-induced calcium fluorescence. inhibition, % at 11.8 µM. 350,000 compounds, 0.59% hits. AID 588475;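 active = inhibition of the ligand-induced calcium signal above about 50% at the single tested concentration, limit read from the data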
The depositor's hits bear a star; . = no result given.

SMILES	CHRM4 PAM	CHRM5 agonist	M4 ag	CHRM5 PAM	CRFBP-R2 agonist	M5 antag	IDE cell inh	CHRM4 antagonist	CRFBP-R2 block
CCOc1cc(CNCCc2ccc(S(N)(=O)=O)cc2)cc(Cl)c1OCc1ccccc1	-5	14	30	-19	-0.1	21	-2	46*	-105
CCOC(=O)C1(Cc2ccc(OC)cc2)CCN(C(=O)c2cc(C)nn2C)CC1	0	0	6	-7	-0.2	11	-4	7	5
CN(C)C(=O)c1ccc(Nc2nc(-c3cccs3)nc3ccccc23)cc1	-13	2	12	-12	-4.0	21	-7	17	6
CC(C)Cn1c(N)c(C(=O)COC(=O)c2cnccn2)c(=O)n(C)c1=O	3	4	1	1	2.5	4	-3	-13	17
CSc1ncc(Cl)c(C(=O)Nc2cccc3ccccc23)n1	5	-2	0	0	-0.8	-2	2	-10	-2
CCCn1c(SCC(=O)N2N=C3/C(=C/c4ccc(OC)cc4)CCCC3C2c2ccc(OC)cc2)n[nH]c1=O (stereo unspecified)	-7	13	18	-3	21	17	4	13	-72
O=C(NCc1ccc(Cl)cc1)c1cc(-c2ccco2)on1	3	0	0	0	-2.2	2	4	-2	24
COc1cc(F)ccc1-c1csc(C(NC(C)=O)c2cccc(F)c2)n1 (stereo unspecified)	-1	-2	-1	1	.	-2	.	-5	.
CCOC(=O)C1=C(C)OC(N)=C(C#N)C1C1CCCCC1 (stereo unspecified)	8	-8	-3	0	1.8	0	2	6	-26
CCOC(=O)Cc1nc(-c2cccc(C(F)(F)F)c2)no1	-5	-2	0	-5	-0.7	5	2	3	-6
CCn1c(C(C)NS(=O)(=O)c2ccc(Cl)cc2)n[nH]c1=S (stereo unspecified)	4	-3	1	-5	-2.8	15	4	4	12
COc1ccc(C(=O)Nc2nnc(SCC(=O)NCc3ccco3)s2)c(OC)c1	-4	1	5	-1	-1.2	-3	7	7	-2
CC(=O)c1ccc(NC(=O)Nc2ccc(Br)cc2C)cc1	-3	1	6	-3	5.8	6	2	-2	18
CC(O)CSc1nc2c(c(=O)[nH]c(=O)n2C)n1Cc1ccccc1 (stereo unspecified)	-1	-8	1	4	0.5	-11	2	-3	1
COC(=O)c1ccc(/C=C/c2c(-c3ccc(OC)cc3)sc3ccccc23)cc1	15	3	3	-7	5.7	13	2	8	3
COc1ccc(N2CCN(S(=O)(=O)c3c(C)[nH]c(C)c3C(=O)N3CCCCC3)CC2)cc1	3	-5	1	-4	0.5	16	-1	2	3
Cn1c(CN2CCOCC2)nnc1SCc1cccc(F)c1	2	1	0	6	3.8	11	6	7	-12
Cc1ccccc1NC(=O)Cn1nnc2c(cnn2-c2ccc(F)cc2)c1=O	7	1	1	4	1.4	-5	-1	-10	-18
CN(CC(=O)Nc1ccc(Cl)cc1)C(=O)c1cccc(S(=O)(=O)N2CCN(Cc3ccccc3)CC2)c1	-1	3	15	-13	1.7	15	5	3	-5
Cc1ccc(CC(=O)N2CCN(c3ccccc3F)CC2)cc1	1	-3	1	-1	0.0	1	2	0	9
CCCCC/C=C\C[C@H](O)/C=C/c1cccc(C[C@H](O)CCCCO)n1	0	3	4	-5	4.5	-1	-3	3	14
COc1cccc(-c2nc(-c3ccccn3)no2)c1OC	-1	-5	2	7	0.4	-8	5	-1	5
CC(Sc1nnc(-c2ccncc2)n1C)C(=O)Nc1ccc(N2CCOCC2)cc1 (stereo unspecified)	6	0	0	-3	0.3	8	-3	-7	-4
O=C(NCc1ccco1)c1ccc2nc([C@@H]3O[C@H](CO)[C@H](O)[C@H](O)[C@H]3O)[nH]c2c1	-2	3	0	-1	.	-9	.	-11	.
O=C(Cc1nc(=O)c2ccccc2s1)Nc1ccccc1	7	-3	1	-8	0.0	11	4	-2	-15

Compound profiles, from the list above:
Listed for `CC(O)CSc1nc2c(c(=O)[nH]c(=O)n2C)n1Cc1ccccc1` (stereo unspecified) : CHRM4 PAM = -1; CHRM5 agonist = -8; M4 ag = 1; CHRM5 PAM = 4; CRFBP-R2 agonist = 0.5; M5 antag = -11; IDE cell inh = 2; CHRM4 antagonist = -3; CRFBP-R2 block = 1
Listed for `CC(=O)c1ccc(NC(=O)Nc2ccc(Br)cc2C)cc1` : CHRM4 PAM = -3; CHRM5 agonist = 1; M4 ag = 6; CHRM5 PAM = -3; CRFBP-R2 agonist = 5.8; M5 antag = 6; IDE cell inh = 2; CHRM4 antagonist = -2; CRFBP-R2 block = 18
Listed for `CC(C)Cn1c(N)c(C(=O)COC(=O)c2cnccn2)c(=O)n(C)c1=O` : CHRM4 PAM = 3; CHRM5 agonist = 4; M4 ag = 1; CHRM5 PAM = 1; CRFBP-R2 agonist = 2.5; M5 antag = 4; IDE cell inh = -3; CHRM4 antagonist = -13; CRFBP-R2 block = 17

(continued)
SMILES	CHRM4 PAM	CHRM5 agonist	M4 ag	CHRM5 PAM	CRFBP-R2 agonist	M5 antag	IDE cell inh	CHRM4 antagonist	CRFBP-R2 block
COc1cc2cnc(Cl)nc2cc1OC	-1	-1	0	0	-0.5	2	7	1	-17
OC(c1ccccn1)C(O)c1ccccn1 (stereo unspecified)	-1	1	1	-3	-4.0	15	.	-2	9
NC(=O)CC(NC(=O)c1cccc(Br)c1)c1ccc(NC2CCC2)c([N+](=O)[O-])c1 (stereo unspecified)	-1	-3	0	4	-1.2	3	-3	-4	2
Cc1c(S(=O)(=O)NCc2ccccc2)c(=O)n(C)c(=O)n1C	-1	-5	1	4	12	1	1	-5	-3
CCCn1cnnc1CNC(=O)[C@H]1O[C@@H](n2ccc(=O)[nH]c2=O)[C@H](O)[C@@H]1O	3	0	7	-7	.	1	.	3	.
O=C(Cn1nnc(-c2ccccc2Cl)n1)N1CCN(S(=O)(=O)c2ccc(Cl)cc2)CC1	-5	-3	8	2	-0.3	-7	-1	-3	-3
Cc1nn(-c2nc3ccccc3n2Cc2ccccc2)c2c1C(=O)CC(C)(C)C2	4	-9	-2	2	-2.0	3	5	-3	35
CCOCCCNS(=O)(=O)c1ccc(Br)cc1	0	0	0	0	1.5	-4	3	-7	-29
CC(C)(C)c1ccc(C(=O)NCCC(=O)Nc2cc(Cl)ccc2N2CCOCC2)cc1	-2	1	0	3	-1.4	2	6	2	-2
COC(=O)c1ccc(CNC(=O)COc2ccccc2Br)o1	-1	0	3	-1	-0.4	8	2	7	10
Cc1cc(C(C2C(=O)CC(C)(C)CC2=O)C2C(=O)CC(C)(C)CC2=O)cc(C)c1OC(F)F	9	-2	1	1	59*	4	5	1	27
Cc1cc(CNC(=O)c2cc(-c3ccccc3)nc3ccccc23)nn1C	-17	7	15	-23	-3.8	8	1	-4	-10
COc1ccc(S(=O)(=O)N(C)C)cc1NC(=O)CSC(C)C(=O)Nc1cc(C)on1 (stereo unspecified)	8	0	1	1	-0.4	2	3	-13	-9
CC(=O)C1=C(C)N(c2ccccc2)C(=O)C1(NS(=O)(=O)c1ccc(N)cc1)C(F)(F)F (stereo unspecified)	2	-3	1	-7	1.2	12	3	-9	6
COc1nccnc1NS(=O)(=O)c1ccc(NC(=S)NC(=O)/C=C/c2ccc(F)cc2)cc1	-11	-1	8	-15	0.1	12	-1	-1	33
Cc1nn(-c2cccc3cccnc23)c(=O)c2ccccc12	-2	1	0	0	11	-2	9	1	-7
O=C(NCCN1CCOCC1)c1cc(-c2ccccc2Cl)on1	0	-1	1	7	1.1	2	-4	0	-7
Cc1ccc2ncc([N+](=O)[O-])n2c1	0	-2	0	-4	6.7	6	3	-6	-22
O=C1CN(CC(=O)Nc2ccc(SC(F)F)cc2)CCN1	16	-6	0	-5	0.6	6	2	-27	4
COc1cc(-c2nnc3sc(-c4ccco4)nn23)cc(OC)c1OC	10	-2	1	5	-1.5	-2	-1	-12	0
COCCn1c(-c2ccco2)nc2nc3ccccc3nc21	-5	5	4	-8	5.0	2	9	0	-12
CCC1Oc2ccccc2N(CC(=O)Nc2ccc(OC)cc2OC)C1=O (stereo unspecified)	5	1	1	-2	-1.3	-1	2	8	-1
O=C(NCC(c1cccs1)N1CCOCC1)C1CCN(S(=O)(=O)c2ccccc2C(F)(F)F)CC1 (stereo unspecified)	-5	-4	2	-5	0.2	6	1	5	0
CCc1nnc(NC(=O)CCc2ccc(C)o2)s1	7	-3	-1	-9	0.8	5	-2	-5	-77
Cc1ccc(OCC(=O)Nc2ccccc2C(=O)N2CCCC2)cc1	-6	-1	9	-10	-0.2	15	6	-4	15
SMILES	CHRM4 PAM	CHRM5 agonist	M4 ag	CHRM5 PAM	CRFBP-R2 agonist	M5 antag	IDE cell inh	CHRM4 antagonist	CRFBP-R2 block
CC(=NCCCn1ccnc1)c1c(C)[nH]n(-c2ccc([N+](=O)[O-])cc2)c1=O	-2	-2	1	0	5.2	3	0	4	14
COCCNc1ncnc2c1ncn2[C@H]1CN(Cc2ccc(F)cc2)C[C@@H](CO)O1	4	2	1	0	.	2	.	-6	.
CCc1cccc2c(C(=O)COC(=O)c3c(C)noc3C)c[nH]c12	0	6	20	-6	-1.3	1	2	-10	-12
CC1(C)OC(=O)C2=C(C[C@@H](C3CCCC3)O[C@H]2c2ccc(Cl)cc2)O1	-7	-4	-2	-10	.	11	.	0	.
O=C(c1cc(-c2ccccc2O)on1)N1CCCC1	5	0	1	-1	-3.0	3	3	3	24
c1ccc(-n2ncc3c(NCc4cccnc4)ncnc32)cc1	-6	0	1	-6	1.8	1	1	-4	3
CC(Sc1ccc(Cl)cc1)C(=O)NNC(=O)c1ccncc1 (stereo unspecified)	1	1	0	3	0.6	-3	4	-3	0
CNC(=S)N/N=C/c1ccc(OCC(=O)Nc2c(C)cc(C)cc2C)c(OC)c1	4	-2	4	-2	0.1	5	-2	6	11
COc1cccc(CN2CCC2(C)C(=O)Nc2ccc3c(c2)CCN3C(C)=O)c1F (stereo unspecified)	0	0	9	3	.	-4	.	-3	.
O=C(Nc1ccc(Cc2ccncc2)cc1)c1ccc(N2CCOCC2)c([N+](=O)[O-])c1	-11	6	11	2	-3.2	1	-4	5	-9
O=C(Cc1ccc(F)cc1)N(c1ccc(F)cc1)C1C=CS(=O)(=O)C1 (stereo unspecified)	-1	2	2	-1	-0.5	-6	-3	7	-1
COc1ccc(CNC(=S)NC2CCCCC2)cc1	9	-3	1	-7	0.6	14	2	-7	9
Clc1ccc2c(N/N=C/c3ccc(Br)cc3)ccnc2c1	-1	-3	4	-6	-1.8	9	10	-6	20
Cc1nn(C(C)C)c(C)c1[C@@H]1C[C@H]2CN(Cc3cccc(Cl)c3)C(=O)[C@]23CCCN13	-15	-5	2	8	0.5	-10	-2	0	4
COc1ccc(C(O)c2nc(-c3ccc4c(c3)OCO4)cs2)cc1 (stereo unspecified)	1	5	5	-4	.	0	.	7	.
CCOc1cc(S(=O)(=O)n2ccnc2)ccc1Br	5	-2	1	-1	-1.2	-2	-4	-6	40
O=C(Nc1cccc([N+](=O)[O-])c1)Nc1cccc([N+](=O)[O-])c1	-7	9	15	-19	25	23	1	6	37
CNC(=O)c1sc(Nc2cc(C)ccc2C)nc1C	2	-5	0	-5	-2.2	9	-1	-2	11
CCCCNc1cccc2c1S(=O)(=O)N(CCCC)CC(COCc1ccccc1)O2 (stereo unspecified)	6	1	0	0	3.1	3	.	6	-17
Cc1c(NC(=S)N/N=C/c2cc([N+](=O)[O-])ccc2O)c(=O)n(-c2ccccc2)n1C	18	-3	1	2	4.2	7	-2	-7	26
CCc1ccc(/C([O-])=C(/C(=S)NCCN2CCOCC2)[n+]2ccccc2)cc1	2	2	0	4	-0.4	3	3	-1	4

Bioassay records deposited in PubChem BioAssay by several laboratories.
